High-throughput results deposited in PubChem BioAssay by several laboratories.
mABHD4 FP – ABHD4 inhibitors, primary screen, biochemical, fluorescence polarization, mouse; (Lyso)-N-acylphosphatidylethanolamine lipase (Mus musculus), Q8VD66; purified mABHD4, FP-Rh probe fluorescence polarization; inhibition, % at 8.92 µM; actives 0.54% (n = 370,000); AID 720543, 2013;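 active = inhibition exceeding the mean over every tested compound plus 3 SD, cut at about 30% in these data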;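 also: 0% = plate median of compound wells and 100% = S159A mutant with DMSO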
Target sequence (Q8VD66 whole entry, looked up): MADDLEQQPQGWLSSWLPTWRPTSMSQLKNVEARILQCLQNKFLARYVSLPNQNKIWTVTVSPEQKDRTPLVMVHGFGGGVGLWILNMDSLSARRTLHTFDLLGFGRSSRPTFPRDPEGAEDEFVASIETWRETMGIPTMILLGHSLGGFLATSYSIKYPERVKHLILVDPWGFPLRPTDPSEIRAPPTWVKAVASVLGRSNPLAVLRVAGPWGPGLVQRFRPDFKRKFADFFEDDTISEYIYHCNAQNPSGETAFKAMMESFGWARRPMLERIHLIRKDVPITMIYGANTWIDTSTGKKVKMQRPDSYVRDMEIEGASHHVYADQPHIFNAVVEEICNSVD
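Assay system: mouse ABHD4 enzyme, wild type / Also added: fluorescent activity-based probe FP-Rh / Doses: single nominal dose of 8.92 µM, 0.89% DMSO final / Timing: 45 min compound pre-incubation plus 60 min probe step, 25 °C / Signal: FP readout, ex 525 nm / em 598 nm / Control set: S159A mutant/DMSO as 100%, compound-well median as 0%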
PRMT1 inh – PRMT1 methyltransferase inhibitors, primary screen, biochemical, fluorescence polarization; Protein arginine N-methyltransferase 1 (Homo sapiens), Q99873; recombinant PRMT1, activity-based probe fluorescence polarization; inhibition, % at 2.79 µM; actives 1.3% (n = 370,000);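 active = inhibition above about 21% made by adding two undisclosed values, limit read from the data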
Target sequence (Q99873 whole entry, looked up): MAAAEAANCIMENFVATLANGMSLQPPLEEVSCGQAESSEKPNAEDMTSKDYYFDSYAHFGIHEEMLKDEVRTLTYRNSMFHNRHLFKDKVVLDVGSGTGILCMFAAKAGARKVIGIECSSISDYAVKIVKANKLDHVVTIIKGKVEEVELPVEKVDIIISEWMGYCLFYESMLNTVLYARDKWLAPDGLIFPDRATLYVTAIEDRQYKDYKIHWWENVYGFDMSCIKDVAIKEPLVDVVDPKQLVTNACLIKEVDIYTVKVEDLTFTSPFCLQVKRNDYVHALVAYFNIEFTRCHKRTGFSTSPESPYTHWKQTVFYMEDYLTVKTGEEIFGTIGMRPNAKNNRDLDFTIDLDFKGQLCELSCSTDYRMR
NPR2 activator – human GC-B receptor activators, primary screen, HEK293 GC-B cells, cGMP TR-FRET, EC30 CNP; Atrial natriuretic peptide receptor 2 (Homo sapiens), P20594; 0% at EC30 CNP, 100% saturating CNP; activation, % at 10 µM; actives 0.11% (n = 370,000);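 active = activation at 10 µM reaching about 35% in either raw or pattern-adjusted values, limit read from the data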
SIAE inh – human SIAE inhibitors, primary screen, biochemical, fluorescence polarization, FP-Rh probe, 1536-well HTS; SIAE FP-Rh probe binding; inhibition, % at 9.66 µM; actives 0.69% (n = 370,000); AID 1053197, 2014;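 active = inhibition above a cutoff: mean of compounds within the control limits plus 3 SD of those, cut at about 17% in these data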;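 also: 0% = plate median of compound wells and 100% = probe without SIAE protein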
LEDGF integ inh – blockers of LEDGF/p75-dependent integrase strand transfer – biochemical, TR-FRET, high throughput, primary screen. HIV-1 integrase (with human LEDGF/p75). TR-FRET IN-LEDGF/p75 DNA integration, Eu/Cy5. inhibition, % at 3.7 µM. actives 0.64% (n = 370,000);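 active = inhibition above the screen-wide mean plus 3 SD, cut at about 13% in these data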;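 also: signal is the Cy5 over europium emission ratio at 671 and 618 nm; 0% = plate median of compound wells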
HTRA1 inhibitor – HTRA1 serine protease inhibitors, primary screen, biochemical, fluorescence polarization, HTS; inhibition, % at 5.96 µM; Q92743; actives 0.5% (n = 340,000); AID 504803, 2011; recombinant HTRA1, FP-rhodamine activity-based probe; in the data active = inhibition above about 36%;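 also: 0% = enzyme with DMSO and 100% = wells lacking enzyme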
TCR CD3 inh – inhibitors of human TCR-CD3 interaction, primary screen, biochemical, fluorescence, TAMRA-labeled TCR probe | T-cell receptor (TCR) | inhibition, % at 9.4 µM | actives 0.37% (n = 360,000); in the data active = inhibition above about 19%;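 also: recombinant mutant TCR 2C K166C tagged with TAMRA read by polarization; 0% = receptor in buffer alone and 100% = receptor with positive control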
TDP2 inh – human TDP2 enzyme inhibitors, primary screen, biochemical, epi absorbance, recombinant enzyme | actives 0.34% (n = 370,000) | Tyrosyl-DNA phosphodiesterase 2 (Homo sapiens), O95551 | inhibition, % at 12.8 µM | AID 720702, 2013 | T5PNP hydrolysis, p-nitrophenol absorbance 415 nm;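 active = inhibition above the mean of all tested compounds plus 3 SD, set per campaign, cut at about 25% in these data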;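 also: 0% = DMSO with enzyme and 100% = buffer with substrate but no TDP2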
Target sequence (O95551 whole entry, looked up): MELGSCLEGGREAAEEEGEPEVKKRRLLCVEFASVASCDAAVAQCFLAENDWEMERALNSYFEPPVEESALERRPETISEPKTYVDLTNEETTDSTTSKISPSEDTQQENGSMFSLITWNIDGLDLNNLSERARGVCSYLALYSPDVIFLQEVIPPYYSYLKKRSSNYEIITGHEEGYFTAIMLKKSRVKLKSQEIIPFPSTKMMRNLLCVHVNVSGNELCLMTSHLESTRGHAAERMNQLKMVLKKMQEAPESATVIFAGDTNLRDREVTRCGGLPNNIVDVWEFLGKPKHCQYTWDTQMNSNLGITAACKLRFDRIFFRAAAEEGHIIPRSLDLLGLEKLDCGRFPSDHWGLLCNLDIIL
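Test system: Human TDP2 enzyme | Reagent: 5 mM T5PNP | Compound dosing: 12.8 µM single point, 1% DMSO | Incubation: Enzyme reaction with compound for 2 h at 37 °C | Technique: p-Nitrophenol epi absorbance | Read-out: % inhibition relative to enzyme-containing and enzyme-free wells | Benchmarks: High control without enzyme, low control DMSO plus TDP2 | Replicates: Singlicate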
rCAG binder – binders of r(CAG) RNA repeats, primary screen, biochemical, fluorescence. r(CAG) RNA repeat, TO-PRO-1 dye displacement fluorescence. AID 651821, 2012. inhibition, % at 3 µM. actives 1.3% (n = 370,000);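 active = inhibition above the plate cutoff, the mean of all test compounds on that plate plus 3 SD, cut at about 35% in these data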;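 also: 0% = DMSO alone and 100% = 100 µM mitoxantrone as full dye displacement; higher means more dye released from RNA so lower well fluorescence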
MBD2 DNA inh – inhibitors of MBD2 binding to methylated DNA, primary screen, biochemical, TR-FRET, DNA-binding domain, human; Methyl-CpG-binding domain protein 2 (Homo sapiens), Q9UBB5; MBD2 binding to methylated oligonucleotide; inhibition, % at 4.4 µM; actives 0.31% (n = 370,000); in the data active = inhibition above about 13%
Active calls of the source: *; / = not tested or not shown. Some of the compounds tested; the hit share may differ from the screen's.

SMILES | mABHD4 FP | PRMT1 inh | NPR2 activator | SIAE inh | LEDGF integ inh | HTRA1 inhibitor | TCR CD3 inh | TDP2 inh | rCAG binder | MBD2 DNA inh
CC(=O)c1cc(-c2ccccc2)n(CC(=O)Nc2cccc(C)c2)c1C | -7 | 5 | -4 | -3 | -3 | -18 | -5 | -9 | 5 | 5
O=C(CSc1n[nH]c(=O)[nH]c1=O)Nc1ccc2c(c1)C(=O)c1ccccc1C2=O | 38* | 5 | -2 | -3 | 1 | 5 | 16 | 20 | 40* | -6
Cc1nn(Cc2noc(C(=O)NCc3ccc(F)cc3)n2)c(C)c1Br | -5 | 1 | 2 | -4 | -3 | -3 | -6 | 9 | -7 | 0
COC(=O)C1=C(C)NC2=C(C(=O)CCC2)C1c1cccc(C)n1 (stereo unspecified) | -7 | 2 | 6 | -3 | 3 | 2 | 0 | -4 | -3 | -4
O=C(/C=C/c1cccs1)NC1CC1 | 4 | 2 | 0 | -6 | -7 | 4 | -5 | 7 | -2 | 1
O=c1c2c3c(sc2n(CCN2CCOCC2)c(=O)n1Cc1ccco1)CCCCC3 | 2 | 4 | 6 | -7 | 0 | -9 | -9 | -5 | -2 | 2
COc1ccc(CNC(=O)c2ccc(-n3cncn3)c3ccoc23)cc1OC | -3 | 0 | 4 | -6 | -2 | / | 3 | -7 | 4 | 4
CCOc1ccc(CCNC(=O)COC(=O)c2c(OC)cccc2OC)cc1OCC | -2 | -4 | -4 | 1 | 0 | -3 | -4 | -15 | -14 | -2
CC(=O)c1ccc(NC(=O)Cn2c(=O)oc3ccccc32)cc1 | 5 | 0 | 2 | 0 | -5 | -1 | -4 | 5 | 7 | 0
Cc1ccc(Oc2ncc(CN3CC(C)OC(C)C3)s2)cc1 (stereo unspecified) | -1 | 0 | 3 | -4 | -2 | 0 | -3 | -1 | -8 | 4
Nc1[nH]ncc1-c1ccc(F)cc1 | -2 | -1 | 1 | -2 | -1 | 2 | -6 | 1 | 1 | 8
O=C1NC2(CCCCC2)N=C1c1ccc(F)cc1 | -8 | 3 | -3 | -6 | 2 | -4 | -3 | -16 | -1 | 4
CCCCN1C(C(=O)Nc2cc(C)on2)=C(O)c2ccccc2S1(=O)=O | -2 | 7 | 4 | -5 | 1 | 0 | 4 | -15 | 31 | 9
CSc1ccccc1OCc1cc(C(=O)N2CCCC(C)C2)no1 (stereo unspecified) | 4 | -3 | -2 | 2 | 1 | -16 | 3 | 9 | -2 | 0
Cn1c(C(=O)N2CCC(C(=O)N3CCN(Cc4ccc5c(c4)OCO5)CC3)CC2)cc2sccc21 | 5 | 3 | 0 | 2 | -1 | -3 | 5 | -7 | 2 | 4
Cn1cc(-c2ccc(C(=O)Nc3cccc(Oc4ccccc4)c3)c3occc23)cn1 | -32 | 14 | -6 | -63 | -2 | / | 15 | 3 | 10 | -4
Fc1cc(Br)ccc1NC(=S)Nc1ccccc1 | 1 | -5 | -5 | -2 | 1 | -3 | 9 | 1 | -1 | -4
O=C(O)CCCN1C(=O)C(=O)/C(=C(/O)c2ccc(Cl)cc2)C1c1ccccc1 (stereo unspecified) | 0 | -1 | 6 | 2 | 3 | 11 | -2 | 5 | 2 | 2
CCOc1cc2c(cc1OCC)C(C(=O)O)C(c1cc(Br)c(O)c(OC)c1)N(C)C2=O (stereo unspecified) | 9 | 1 | -3 | -1 | -2 | -4 | -3 | 3 | 4 | 2
CCn1c(SCC(=O)N2CCC(C)CC2)nc2c1c(=O)n(C)c(=O)n2C | 1 | 2 | -2 | 2 | -4 | 4 | 0 | -7 | -7 | 3

12 compounds from above, arranged by number of heavy atoms, smallest number first.
SMILES | mABHD4 FP | PRMT1 inh | NPR2 activator | SIAE inh | LEDGF integ inh | HTRA1 inhibitor | TCR CD3 inh | TDP2 inh | rCAG binder | MBD2 DNA inh
Nc1[nH]ncc1-c1ccc(F)cc1 | -2 | -1 | 1 | -2 | -1 | 2 | -6 | 1 | 1 | 8
Fc1cc(Br)ccc1NC(=S)Nc1ccccc1 | 1 | -5 | -5 | -2 | 1 | -3 | 9 | 1 | -1 | -4
Cc1ccc(Oc2ncc(CN3CC(C)OC(C)C3)s2)cc1 (stereo unspecified) | -1 | 0 | 3 | -4 | -2 | 0 | -3 | -1 | -8 | 4
CC(=O)c1ccc(NC(=O)Cn2c(=O)oc3ccccc32)cc1 | 5 | 0 | 2 | 0 | -5 | -1 | -4 | 5 | 7 | 0
CSc1ccccc1OCc1cc(C(=O)N2CCCC(C)C2)no1 (stereo unspecified) | 4 | -3 | -2 | 2 | 1 | -16 | 3 | 9 | -2 | 0
Cc1nn(Cc2noc(C(=O)NCc3ccc(F)cc3)n2)c(C)c1Br | -5 | 1 | 2 | -4 | -3 | -3 | -6 | 9 | -7 | 0
CC(=O)c1cc(-c2ccccc2)n(CC(=O)Nc2cccc(C)c2)c1C | -7 | 5 | -4 | -3 | -3 | -18 | -5 | -9 | 5 | 5
O=C(O)CCCN1C(=O)C(=O)/C(=C(/O)c2ccc(Cl)cc2)C1c1ccccc1 (stereo unspecified) | 0 | -1 | 6 | 2 | 3 | 11 | -2 | 5 | 2 | 2
O=C(CSc1n[nH]c(=O)[nH]c1=O)Nc1ccc2c(c1)C(=O)c1ccccc1C2=O | 38* | 5 | -2 | -3 | 1 | 5 | 16 | 20 | 40* | -6
O=c1c2c3c(sc2n(CCN2CCOCC2)c(=O)n1Cc1ccco1)CCCCC3 | 2 | 4 | 6 | -7 | 0 | -9 | -9 | -5 | -2 | 2
CCOc1cc2c(cc1OCC)C(C(=O)O)C(c1cc(Br)c(O)c(OC)c1)N(C)C2=O (stereo unspecified) | 9 | 1 | -3 | -1 | -2 | -4 | -3 | 3 | 4 | 2
Cn1c(C(=O)N2CCC(C(=O)N3CCN(Cc4ccc5c(c4)OCO5)CC3)CC2)cc2sccc21 | 5 | 3 | 0 | 2 | -1 | -3 | 5 | -7 | 2 | 4

(list continues)
SMILES | mABHD4 FP | PRMT1 inh | NPR2 activator | SIAE inh | LEDGF integ inh | HTRA1 inhibitor | TCR CD3 inh | TDP2 inh | rCAG binder | MBD2 DNA inh
COc1ccc(-c2nc(CS(=O)(=O)CC(=O)NCCCN3CCN(C)CC3)c(C)o2)cc1 | 1 | 1 | 4 | 6 | 1 | 3 | 6 | 4 | -4 | -1
O=C(NCC(=O)N1CCN(c2ccccc2O)CC1)C1CCCCC1 | 0 | 2 | 8 | 5 | -6 | 3 | -4 | -5 | -2 | 2
COCCNc1c(-c2ccc(OC)cc2)nc2ccc(Cl)cn12 | -3 | 0 | 2 | 4 | -1 | -2 | -4 | -8 | -6 | 0
NC(=O)CCNC(=O)c1ccc(Cl)cc1 | 10 | -2 | 2 | 1 | 1 | -1 | 11 | 4 | -1 | 5
Clc1ccc(Cc2ccccn2)cc1 | -11 | 5 | 0 | -1 | -3 | 1 | -10 | 3 | -5 | 10
Cc1cccc(C(OC(=O)c2ccco2)C(=O)NCc2ccccc2)n1 (stereo unspecified) | 3 | -1 | -3 | 0 | -1 | 5 | 0 | -1 | -1 | 1
O=C(COC(=O)c1ccc(F)c(S(=O)(=O)N2CCOCC2)c1)c1ccc(Br)cc1 | 0 | -3 | -2 | -1 | -3 | -9 | -2 | 3 | 2 | -8
O=C(CN1C(=O)C2C3C=CC(C3)C2C1=O)NCC1COc2ccccc2O1 (stereo unspecified) | 4 | -1 | 3 | 5 | 6 | 1 | -6 | 11 | -4 | 3
CC(C)(C)c1ccc(SCCc2ccncc2)cc1 | -4 | -1 | -1 | 0 | -2 | -2 | 1 | -8 | -4 | -2
CC1(C)CC(=O)c2c(oc3ccc(NS(=O)(=O)c4cccc5cccnc45)cc23)C1 | -4 | -2 | 2 | -7 | -4 | -32 | -2 | -4 | 1 | 2
O=C(NCCC1=CCCCC1)C1CCCN(S(=O)(=O)c2ccccc2)C1 (stereo unspecified) | 8 | 1 | 6 | 0 | 3 | -1 | 0 | 3 | -7 | -5
COc1cc(/C=N/NC(=O)C(N)=O)cc(OC)c1O | 9 | -2 | 0 | 13 | -5 | 0 | 2 | 3 | -1 | 6
CCOc1ccc(N=C(C)C2=C(O)c3ccccc3C2=O)cc1 | -7 | -2 | -2 | 1 | 2 | 2 | -8 | -7 | -4 | -7
O=C(CC1SC(N2CCCCC2)=NC1=O)Nc1ccc(C(=O)NCCc2ccc(F)cc2)cc1 (stereo unspecified) | -4 | -2 | 2 | 0 | -1 | -14 | 6 | -7 | 3 | -6
CCn1c(-c2ccoc2C)n[nH]c1=S | -1 | 2 | 4 | 5 | 4 | -1 | -8 | -6 | 0 | -1
CCOC(=O)c1c(N2C(=O)Nc3ccccc3N2O)n[nH]c1-c1cccc(OC)c1 | 4 | 1 | -4 | 5 | -1 | 5 | 11 | 14 | 1 | 2
CC(=O)N1CCN(CC(=O)Nc2ccc(C)c(F)c2)CC1 | 11 | 0 | 3 | 2 | -1 | -3 | 3 | 21 | 2 | 3
Cc1ccc(NC(=S)N(Cc2ccccc2)C(C)C)cc1 | -1 | -3 | 2 | -1 | 4 | / | 7 | -3 | -2 | 0
O=C(NCc1cccnc1)c1ccccc1NS(=O)(=O)c1ccc(F)cc1 | -4 | 4 | -2 | -2 | -3 | 4 | 3 | -5 | 8 | 6
Cn1c2ccccc2c2c(C(=O)N3CCN(c4ccc(F)cc4)CC3)cn(C3CCCC3)c(=O)c21 | -5 | -1 | -16 | 10 | 3 | -28 | 4 | -6 | 11 | -5
CC(=O)c1cccc(Nc2nc(N3CCOCC3)nc(N3CCOCC3)n2)c1 | -12 | 9 | 0 | -3 | -2 | 3 | -9 | -13 | -4 | 3
CCOC(=O)C1=C(COC(=O)c2cccc(Cl)c2)NC(=O)NC1C (stereo unspecified) | 1 | 2 | 5 | -3 | -4 | -3 | -2 | -1 | -8 | 1
O=C(NCC(c1ccc(F)cc1)N1CCOCC1)c1ccc([N+](=O)[O-])o1 (stereo unspecified) | 6 | 4 | -3 | -2 | 1 | 4 | 0 | 7 | 2 | 3
Cc1cc2nc3c(=O)n(Cc4ccccc4)c(=O)[nH]c3nc2cc1N | 56* | 142* | -13 | 14 | 10 | / | 13 | -17 | -376 | -25
